# Source: PubChem BioAssay
# MC4R antagonist: MC4R antagonists of cAMP signaling, primary screen, cell-based, TR-FRET, antagonist arm of biased-ligand search; inhibition, % at 6.5 µM; actives 0.48% (n = 360,000); MC4R-expressing cells, MTII-stimulated cAMP, LANCE TR-FRET; Melanocortin receptor 4 (Homo sapiens), P32245;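 active = inhibition above its plate's cutoff, the mean of tested wells on that plate plus 3 SD, cut at about 29% in these data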;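 note: 0% = Melanotan II alone and 100% = Melanotan II plus saturating MCL0020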
#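 Material – human MC4R-expressing U2OS cells · Repeats – no replicates · Detection – TR-FRET with Eu-cAMP and labeled anti-cAMP, 671 nm · Times – compound 30 min, challenge 1 h, detection 1 h · Compound – single nominal compound dose of 6.5 µM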
# aDG glyco up: activators of alpha-DG glycosylation, primary screen, uHTS, Pro5-aDG cells, AlphaScreen; activation, % at 10 µM; AID 624168, 2012; alpha-DG glycosylation AlphaScreen (IIH6); 0% Pro5, 100% B10-LARGE cell signal; actives 0.22% (n = 360,000);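 active = activation of at least 8% versus controls, or a plate z-score of at least 8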;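 note: Pro5 are CHO cells carrying HIG-tagged alpha-DG that lacks glycosylation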
# ABCB6 inh MLPCN: ABCB6 transporter inhibitors, primary screen, K562-ABCB6 cells, flow cytometry, MLPCN library; ATP-binding cassette sub-family B member 6 (Homo sapiens), Q9NP58; K562-ABCB6 porphyrin accumulation, 1 h; hits give low values; fluorescence ratio to DMSO, % at 10 µM; actives 0.19% (n = 360,000); AID 602162, 2011;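 active = fluorescence ratio to DMSO below 75%, the collection mean minus 3 SD; inconclusive = too few cells collected in the well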;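 note: signal is porphyrin accumulated inside mitochondria; 100% equals median channel fluorescence of DMSO control wells; lower ratio means ABCB6 inhibition with less porphyrin fluorescence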
# ABHD5-PLIN5 inh: ABHD5-PLIN5 interaction inhibitors, primary screen, cell lysate, split luciferase complementation, luminescence; inhibition, % at 4 µM; Perilipin-5 (Homo sapiens) + 1-acylglycerol-3-phosphate O-acyltransferase ABHD5 (Homo …; actives 0.78% (n = 360,000); AID 602281, 2012; Split G. princeps luciferase complementation, 4 h;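 active = inhibition above the mean inhibition across every tested compound plus 3 SD, cut at about 22% in these data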;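 note: 0% = DMSO only wells and the 100% control is not disclosed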
# Vif inh: HIV Vif self-association inhibitors, primary screen, imaging, HEK293T, single point; HEK293T cells, Vif self-association by quenched fluorescence, 24 h; inhibition, % at 7.49 µM; actives 0.35% (n = 340,000); AID 602346, 2012; in the data active = inhibition above about 50%, passing the limit was not always enough; inconclusive = no clear call, values can overlap the other calls; inactive = below about 31%; note: some results filed as inactive read as strong as hits
# Granule exo inh: LAMP-1 surface exposure blockers, TALL-104 cells – cell-based, flow cytometry, MLPCN library, primary screen | TALL-104 LAMP-1 surface exposure; cells stimulated with thapsigargin and PMA | inhibition, % at 10 µM | actives 0.66% (n = 360,000) | AID 651702, 2012;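 active = inhibition above about 55%, limit read from the data; inconclusive = no clear call, values can overlap the other calls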
# MC4R ag barr: MC4R agonists recruiting beta-arrestin, primary screen, cell-based, luminescence, agonist arm of biased-ligand search | Melanocortin receptor 4 (Homo sapiens), P32245 | U2OS MC4R beta-arrestin complementation; percent of melanotan II response, DMSO zero | activation, % at 8.9 µM | actives 0.98% (n = 360,000) | AID 540308, 2011;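 active = activation above a per-plate cutoff, the mean activation of sample wells on that plate plus 3 SD, cut at about 8% in these data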
# N-glyco inh: increase of ERlucT glycosylation luciferase signal, primary screen, N-linked glycosylation inhibitor project, D54 ERlucT cells, luminescence, set 2. D54 ERlucT glycosylation luciferase reporter, 24 h; percent of 100 nM tunicamycin response. actives 0.23% (n = 360,000). reporter increase, % at 12.5 µM;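 active = mean luciferase reporter signal, scaled so untreated is 0 and the glycosylation-blocking control 100, at or above a set limit in every replicate; inconclusive = mean reaches the limit but not every replicate does; inactive = mean below the limit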;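 note: luciferase carries N-glycosylation sites so blocking glycosylation raises the light; 0% = median of neutral control wells and 100% = median of 100 nM tunicamycin wells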
# NOD2-RIPK2 inh: NOD2-RIPK2 binding disruptors in cells, primary screen, fluorescence, CHO cells, BLA complementation. inhibition, % at 4.98 µM. Receptor-interacting serine/threonine-protein kinase 2 (Homo sapiens), O43353. actives 0.38% (n = 360,000). CCF4 ratio. AID 624267, 2012; in the data active = inhibition above about 21%;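 note: 0% = vehicle only and 100% = reference blocker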
# TLR9-MyD88 inh: inhibitors of TLR9-MyD88 association in cells, primary screen, cell-based, CHO, BLA complementation, fluorescence | actives 0.21% (n = 340,000) | Toll-like receptor 9 (Homo sapiens) + Myeloid differentiation primary response protein … | inhibition, % at 4.98 µM | AID 504734, 2011 | CCF4 FRET ratio;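 active = inhibition above the mean over all tested compounds plus 3 SD, cut at about 21% in these data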;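 note: 0% = DMSO only wells and 100% = clavulanate BLA inhibitor control wells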
# * = called active by the depositor; ? = inconclusive; . = no result given.
entry	SMILES	MC4R antagonist	aDG glyco up	ABCB6 inh MLPCN	ABHD5-PLIN5 inh	Vif inh	Granule exo inh	MC4R ag barr	N-glyco inh	NOD2-RIPK2 inh	TLR9-MyD88 inh
1	COC(=O)CN1C(=O)C(O)(CC(=O)c2ccccc2)c2ccccc21 (configuration not stated)	7	0.7	100	1	8	-5	-0.5	2	-4	-4
2	COc1cc(OC)cc(C(=O)N2CCN=C2SCc2cccnc2)c1	4	-0.1	104	-18	26	1	-1.2	2	1	2
3	C=CCO/N=C(/C)c1ccc(Oc2cnccn2)cc1	2	0.4	105	-7	-1	0	-1.0	0	-1	-5
4	COc1cccc(N=NC2C(=O)N(C(N)=S)N=C2C)c1 (configuration not stated)	-17	0.0	98	12	-4	4	-1.7	-5	-1	1
5	CCNC(=O)CSc1nc2ccccc2c(=O)n1-c1cccc(OC)c1	2	0.2	89	10	7	-1	-1.0	0	4	-5
6	CN1CCc2[nH]c3ccc(C(=O)NN)cc3c2C1	10	0.0	100	-5	0	-3	0.7	-1	0	3
7	O=C(CCNC(=O)c1ccc([N+](=O)[O-])cc1)NCCCN1CCCC1=O	-8	0.4	92	5	.	4	0.6	.	-11	-4
8	Cc1cccc(OCC(=O)NCC(=O)N=Nc2c(O)[nH]c3ccc([N+](=O)[O-])cc23)c1	-3	-0.3	97	16	-2	-8	-2.5	3	3	-4
9	Cc1nn(C)c(Oc2cccc(Cl)c2)c1C(=O)Nc1ccc(F)cc1	3	0.4	91	0	-2	-1	-1.3	1	-13	4
10	CS(=O)(=O)c1ccc(C(=O)NCC2(N3CCCCC3)CCCCC2)cc1	1	1.1	100	-6	.	1	-2.2	-7	4	2
11	O=C(COc1coc(CN2CCN(c3ccccc3F)CC2)cc1=O)NC1CCCC1	13	-0.1	100	6	-8	3	-1.4	-1	-3	-6
12	CSc1cccc(N2CC(C(=O)NCCC3=CCCCC3)CC2=O)c1 (configuration not stated)	4	0.2	101	3	66*	-3	-0.6	1	-9	-7
13	CCOC(=O)c1csc(NC(=O)COc2ccc(Cl)cc2Cl)n1	0	-0.4	96	2	-4	0	-0.3	1	-12	7
14	CN(C)c1ccc(C=C2C(=O)OC3(CCCC3)OC2=O)cc1	-7	0.1	98	-5	-7	1	-2.1	-1	1	13
15	CCOC(=O)N1CCN(C(=O)COc2ccc(Cl)c(C)c2)CC1	8	-0.2	91	3	-2	-2	-1.5	2	6	-13
16	CCC(=O)c1ccc(OCC(=O)Nc2ccccc2C(=O)NC2CC2)cc1	6	0.0	98	5	-4	0	0.0	-3	-4	-3
17	Cc1nnsc1C(=O)N1CCN(c2ccc(C#N)cn2)CC1	1	-0.1	99	0	2	1	0.8	3	-10	.
18	NC(=O)c1ccccc1NC(=O)COC(=O)C1(c2ccccc2)CC1	-7	-0.1	100	1	3	2	0.3	1	-8	-9
19	Cc1cc(C)nc(-n2ncc3c2CC(c2ccc(C(C)C)cc2)CC3=O)n1 (configuration not stated)	-10	0.3	99	4	.	-2	1.9	-3	6	2
20	Cc1cc(=O)c(C(=O)O)nn1-c1ccccc1F	-1	-0.1	104	3	-6	12	-2.0	4	-3	-4
21	NC(=S)c1csc(CCNC(=O)c2ccccc2)n1	3	0.1	107	2	8	-4	-0.6	1	1	-3
22	N#C/C(=C\c1ccccc1Cl)C(=O)Nc1ccccn1	4	-0.3	99	0	5	-18	-1.2	2	-1	-10
23	CCOc1cc(S(=O)(=O)N2CCN(c3ccc(F)cc3)CC2)c(OCC)cc1-n1cnnn1	4	-0.1	98	1	1	-3	0.1	-2	1	-7
24	COCCCNC(=O)/C(C#N)=C/c1c(N2CCCCCC2)nc2ccccn2c1=O	31*	-0.2	98	-1	1	-5	-1.8	-2	0	-10
25	COC(CNC(=O)c1ccc(N2CCCC2=O)cc1)OC	2	-0.2	95	-1	-1	1	0.2	2	-3	-12
26	CCN(C(=O)CSc1nc2cc(C(F)(F)F)ccc2n1Cc1ccccc1)C1CCS(=O)(=O)C1 (configuration not stated)	5	-0.2	97	1	9	6	0.4	3	-8	-6
27	CCCCn1c(N)c(N(CCOC)C(=O)CSCc2ccc(Cl)c(Cl)c2)c(=O)[nH]c1=O	11	-0.2	102	-6	1	4	-1.2	3	-7	-13
28	O=C(Nc1ccncc1)C1(c2ccccc2)CCCC1	6	-0.1	97	-5	0	-4	0.2	-2	-2	4
29	Cc1ccc(C)c(NC(=O)C2CCCN2C(=O)OC(C)(C)C)c1 (configuration not stated)	1	-0.2	96	0	-4	-1	-2.1	-2	0	0
30	COc1ccccc1OCC(=O)N/N=C/C=C/c1ccc([N+](=O)[O-])o1	-6	-0.2	117	7	0	0	-1.9	58*	0	8
31	COc1ccc(OC)c(CN2CCN(Cc3cc(=O)oc4cc(O)ccc34)CC2)c1	17	0.0	98	-3	0	-5	1.2	-2	6	-2
32	CC(=O)Nc1ccc(C(=O)OCC(=O)N2CCN(C(=O)c3ccco3)CC2)cc1	-1	0.8	98	10	-5	-5	-1.3	0	0	12
33	O=C(Nc1ccc(N2CCN(C(=O)c3ccco3)CC2)c(Cl)c1)c1cc2ccccc2o1	3	-0.8	90	4	-3	3	1.0	-16	-1	-5
34	O=S(=O)(c1ccccc1)c1cnn2c(C(F)(F)F)cc(-c3ccccc3)nc12	11	-0.2	101	-5	-7	0	4.9	2	-1	7
35	Cn1c(O)c(N=NC(=O)CNC(=O)c2ccccc2)c2ccccc21	6	0.2	97	4	12	-12	-0.1	5	-2	-8
36	CC(=O)Nc1ccc(CN(C)c2c(C)nc3ccc(C(=O)N4CCN(c5ccccc5)CC4)cn23)cc1	17	-0.2	96	3	-9	24	-0.9	0	4	.
37	[O-][n+]1c2ccccc2c2n1CCN=C2c1ccc(Cl)cc1	5	-0.1	100	0	0	-6	0.1	2	3	-11
38	Cc1cc(-c2nn(-c3ccccc3F)cc2CNCCc2cnc[nH]2)c(C)s1	11	0.1	94	2	13	4	-1.5	0	-5	-10
39	O=C(Nc1ccc(Cl)cc1)N1CCCN(Cc2ccccc2F)C1	1	0.8	96	5	.	-1	-0.2	-1	-3	3
40	CS(=O)(=O)Nc1ccc(C(=O)N2CCc3ccccc3C2)cc1	24	0.3	97	0	-7	3	0.1	0	-12	-8
41	O=C(Cn1c2ccccc2c(=O)c2ccccc21)Nc1cccc(F)c1	27	-0.2	97	5	8	-2	1.0	-3	-22	-13
42	O=C(NCCC(=O)N1CCC2(CC1)NCCc1[nH]cnc12)c1cccc(Cl)c1	7	-0.2	96	-6	17	0	-0.7	2	-7	-4
43	COc1ccc(Cl)c2sc(N3CCN(C(C)=O)CC3)nc12	3	0.1	103	-2	-3	9	-2.3	3	-18	-7
44	CN1c2ccccc2C(O)=C(C(=S)Nc2ccc(Cl)cc2)S1(=O)=O	-9	-0.3	93	-14	-29	-1	-2.5	2	-1	-5
45	C=CCOc1cccc(/C=C/c2nc3ccccc3c(=O)[nH]2)c1	3	-0.2	92	-2	-3	-4	24*	4	-9	6
46	CCOc1cccc(C(=O)Nc2cccc(-c3nc4ncccc4o3)c2C)c1	13	0.2	102	-1	30	-1	-1.9	-1	-16	-11
47	CO/N=C\CC(=O)Nc1ccc(F)cc1	-1	-0.2	99	4	-13	-3	-0.7	1	2	7
48	N=C1C(c2nc3ccccc3c(=O)[nH]2)=C(O)CN1CCc1ccccc1	5	0.1	104	-4	31	20	-0.8	0	-5	-3
49	Cc1ccc(C)c(-c2cc(C(=O)N/N=C/c3cccnc3)c3ccccc3n2)c1	2	0.1	99	-1	-6	-4	1.9	-2	6	-8
50	CCN(CC)c1ccc(NC(=O)CCCOc2cccc(C)c2)cc1	-4	-0.2	108	-11	-11	-5	-0.1	1	-3	-2
51	O=C1c2cccc3cccc(c23)C(=O)N1CCCCCc1n[nH]c(=S)o1	27	-0.5	101	6	-6	-10	1.3	0	2	-6
52	Cn1cnnc1SCC(=O)OCN1C(=O)c2ccccc2C1=O	0	0.1	99	-4	15	2	0.8	1	-6	0
53	O=C1CCc2cc(S(=O)(=O)NC(Cc3ccccc3)C(=O)NC3CCCCC3)ccc2N1 (configuration not stated)	12	0.2	100	-7	-4	-8	-0.5	-1	4	0
54	CCCN(CC(=O)Nc1ccc(F)c(F)c1F)C(=O)c1cc(S(=O)(=O)N(C)C)ccc1N1CCCC1	-4	0.3	102	4	-5	-2	-1.2	1	-2	-12
55	COc1ccc([C@H]2CC(=O)C=C(c3cccc(Br)c3)C2)cc1	2	0.3	99	4	-3	0	1.0	-4	1	-1
56	COc1ccc(S(=O)(=O)NCc2ccc(C(=O)N3CCN(c4ccccn4)CC3)cc2)cc1	5	0.0	110	4	.	-2	0.9	-4	-13	-7
57	CC1CCN(C(=O)CSc2nnc(-c3ccco3)n2N)CC1	-2	-0.2	95	-6	11	-5	-0.4	1	-1	7
58	COc1ccccc1NS(=O)(=O)c1ccc(C(=O)NCc2ccc(S(N)(=O)=O)cc2)cc1	5	0.4	96	-5	-6	4	0.8	0	-5	-12
59	CCOC(=O)c1sc(NC(=O)c2ccc(=O)[nH]c2)nc1C	-4	0.1	104	-4	?	0	-1.5	1	-10	-2
60	COc1ccc(C(=O)Nc2nnc(SCC(=O)NC3CCCC3)s2)c(OC)c1	5	0.3	100	-1	8	-1	3.4	-20	3	-10

# Remaining list, next part
entry	SMILES	MC4R antagonist	aDG glyco up	ABCB6 inh MLPCN	ABHD5-PLIN5 inh	Vif inh	Granule exo inh	MC4R ag barr	N-glyco inh	NOD2-RIPK2 inh	TLR9-MyD88 inh
61	CCCn1c2ccc(C)cc2c2nnc(SCCN3CCCCC3)nc21	18	-0.3	97	3	-5	42	0.2	-7	5	-12
62	COc1ccc(S(=O)(=O)Nc2c(C)cc(C)cc2C)c2cccnc12	-6	0.2	99	-6	5	0	-0.8	1	-8	-3
63	O=C(COC(=O)c1c(F)cccc1F)Nc1ccc2[nH]c(=O)[nH]c2c1	0	-0.7	100	-2	3	24	1.2	0	-2	4
64	CCOC(=O)/C=C(C)\C=C\c1c[nH]c2ccccc12	11	-0.2	97	2	-3	-5	-1.5	3	-8	-5
65	COc1cccc(CN2CC(C(=O)NCCc3ccccc3C(F)(F)F)CCC2=O)c1 (configuration not stated)	2	0.2	97	1	2	-2	-3.0	-2	10	8

# A portion of the library. The share of hits here may be higher or lower than overall.
